Scp-1 inhibitor: inhibitors of human Scp-1 phosphatase | inhibition, % at 20 µM | actives 0.88% (n = 340,000) | AID 493091 | Recombinant Scp1, phosphopeptide, malachite green phosphate absorbance;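 active = inhibition above about 50% at 20 µM, limit read from the data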;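 note: plate controls were DMSO wells with enzyme for no effect and wells lacking enzyme for full effect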
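assay system = SCP-1 phosphatase catalytic domain, residues 76-261 | buffer or medium = 50 mM Tris acetate pH 5.5, 0.005% Tween-20, 10 mM MgCl2 | incubation = enzyme reaction 45 min at room temperature, colour 5 min, stabilisation 30 min | signal = Phosphate-binding colour reagent, absorbance read at 630 nm | measure = % inhibition at 20 µM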
LMPTP block: LMPTP (human) inhibition. AID 651560. actives 0.22% (n = 360,000). recombinant LMPTP-A, OMFP fluorogenic substrate, fluorescence intensity. inhibition, % at 20 µM;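 active = compounds that cut the enzyme signal by at least half of the control window in the single-dose screen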;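 note: plate controls were DMSO wells with enzyme plus substrate for no effect and substrate without enzyme for full effect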
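Test system: LMPTP-A phosphatase enzyme. Amount: LMPTP-A at 0.625 nM final in the reaction. Reagent: OMFP substrate, 400 µM final. Times: 50 min at room temperature. Signal: endpoint fluorescence intensity from OMFP dephosphorylation. Read-out basis: % inhibition. Benchmarks: no-enzyme and uninhibited controls.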
CSN inh: blocks human CSN-mediated cullin deneddylation | Q92905 | Purified CSN, SCF-Nedd8-OG deneddylation, fluorescence polarization | inhibition, % at 12.5 µM | actives 0.38% (n = 360,000);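 active = pattern-corrected inhibition above about 35%, with an unprinted fluorescence ratio check between 0.5 and 1.5, limit read from the data, passing the limit was not always enough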;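 note: 0% = enzyme with substrate and 100% = substrate without enzyme; some results filed as inactive read as strong as hits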
Target sequence (Q92905 whole entry, looked up, one chain of several): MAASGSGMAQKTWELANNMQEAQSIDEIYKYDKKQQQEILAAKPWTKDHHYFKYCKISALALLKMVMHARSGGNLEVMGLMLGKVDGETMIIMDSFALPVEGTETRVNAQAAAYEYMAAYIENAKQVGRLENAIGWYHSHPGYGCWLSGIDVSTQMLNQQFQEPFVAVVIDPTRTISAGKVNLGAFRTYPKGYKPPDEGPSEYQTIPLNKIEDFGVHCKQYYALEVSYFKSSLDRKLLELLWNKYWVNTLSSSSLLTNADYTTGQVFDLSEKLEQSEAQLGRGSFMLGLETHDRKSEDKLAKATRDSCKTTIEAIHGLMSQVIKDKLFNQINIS
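Material: purified human Csn5 enzyme expressed in HEK293T cells / Medium: Tris buffer pH 7.5, NaCl, DTT, Tween-20, trehalose, ovalbumin / Compound dosing: 12.5 µM single point / Schedule: 90 min incubation of compound, enzyme and substrate at room temperature / Signal: fluorescence polarization of the substrate / Control set: no-enzyme wells high, enzyme-with-substrate wells low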
Rpn11 inh: blocks the human proteasome subunit Rpn11 | AID 588493 | actives 0.59% (n = 360,000) | O00487 | human 26S proteasome, Ub4-pepOG fluorescence polarization; 20S core pre-blocked with epoxomicin | calls only at 20 µM;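 active = inhibition at 20 µM, scaled to each plate's controls, above about 33%, limit read from the data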
STEP inh: blocks human striatal-enriched tyrosine phosphatase. P54829. recombinant STEP, OMFP fluorogenic substrate, fluorescence. inhibition, % at 20 µM. actives 0.25% (n = 360,000). AID 588621;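 active = inhibition at 20 µM, scaled per plate between control wells, above about 37%, limit read from the data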;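 note: 0% = DMSO with enzyme and substrate and 100% = substrate only without enzyme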
Target sequence (P54829 whole entry, looked up): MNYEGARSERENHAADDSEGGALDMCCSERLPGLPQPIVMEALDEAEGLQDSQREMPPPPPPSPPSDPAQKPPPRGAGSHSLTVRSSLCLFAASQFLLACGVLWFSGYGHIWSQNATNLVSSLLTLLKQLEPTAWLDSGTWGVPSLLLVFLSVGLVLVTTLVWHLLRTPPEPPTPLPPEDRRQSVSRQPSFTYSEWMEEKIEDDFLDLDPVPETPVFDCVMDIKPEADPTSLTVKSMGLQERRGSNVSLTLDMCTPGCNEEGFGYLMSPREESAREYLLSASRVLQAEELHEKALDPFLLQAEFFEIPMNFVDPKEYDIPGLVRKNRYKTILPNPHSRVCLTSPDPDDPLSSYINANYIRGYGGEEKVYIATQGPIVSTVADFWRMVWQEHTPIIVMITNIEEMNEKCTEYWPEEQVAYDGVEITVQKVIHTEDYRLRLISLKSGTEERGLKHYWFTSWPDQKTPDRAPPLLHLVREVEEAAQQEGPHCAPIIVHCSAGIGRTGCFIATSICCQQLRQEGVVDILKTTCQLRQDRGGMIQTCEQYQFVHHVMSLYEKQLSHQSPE
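System: STEP phosphatase, cell-free reaction; Buffer or medium: Bis-Tris pH 6.0 buffer with DTT, detergent; Incubation: 20 min at room temperature, dark; Measured by: fluorescence, 480/540 nm.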
NadD inh: inhibitors of Staphylococcus aureus NadD; purified NadD enzyme, colorimetric absorbance read-out; inhibition, % at 20 µM; actives 0.78% (n = 360,000); AID 602399; in the data active = inhibition above about 26%; note: some compounds past the cut are filed as inactive
DNMT1 inh: inhibitors of human DNMT1. DNMT1 molecular beacon, Hinp1I cleavage, fluorescence. inhibition (reported as % activation of signal), % at 10 µM. actives 0.83% (n = 360,000); in the data active = inhibition above about 50%
PABP1 MLLE inh: blocks PAM2 peptide binding to the PABP1 MLLE domain | inhibition, % at 20 µM | AID 588489 | P11940 | GST-MLLE / FITC-PAM2 fluorescence polarization | actives 0.36% (n = 360,000); in the data active = inhibition above about 35%, passing the limit was not always enough;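 note: plate controls were DMSO wells with GST-MLLE for no effect and wells lacking GST-MLLE protein for full effect; some results filed as inactive read as strong as hits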
Tb MetRS inh: blocks T. brucei methionyl-tRNA synthetase activity. inhibition, % at 11.9 µM. purified T. brucei MetRS, ATP depletion, Kinase-Glo luminescence. actives 0.4% (n = 360,000). AID 624268;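 active = inhibition above a per-plate cutoff of the control wells' mean inhibition plus 3 SD, cut at about 5.5% in these data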;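 note: 0% = DMSO wells median and 100% = median of wells with control inhibitor compound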
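Material: T. brucei methionyl-tRNA synthetase, purified; reagent: substrates ATP, L-methionine and bulk Escherichia coli tRNA; dosing: 11.9 µM single point; timing: 15 min plus 2 h at 25 °C; detection: luminescence of leftover ATP; evaluation: % inhibition; control set: DMSO-only wells as low control; replicates: singlicate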
SUMO1 PPI mod: modulators of human SUMO1-mediated protein-protein interactions; P63165; SUMO1 binding to a labelled peptide, TR-FRET, 1 h; inhibition, % at 20 µM; actives 0.33% (n = 360,000); AID 602429; in the data active = inhibition above about 37%
Target sequence (P63165 whole entry, looked up): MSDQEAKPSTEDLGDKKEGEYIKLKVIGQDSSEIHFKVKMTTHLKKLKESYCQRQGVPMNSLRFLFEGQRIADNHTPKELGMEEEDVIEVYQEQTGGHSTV
Starred values were filed as active, the others as inactive; i = inactive; x = no result given.

no.	molecule	Scp-1 inhibitor	LMPTP block	CSN inh	Rpn11 inh	STEP inh	NadD inh	DNMT1 inh	PABP1 MLLE inh	Tb MetRS inh	SUMO1 PPI mod
1	O=C1N(CN2C(=O)C3(OCCO3)c3ccccc32)c2ccccc2C12OCCO2	-10.3	0.2	-1.5	i	4.4	-6.2	-0.8	-1.6	-1.3	-1.4
2	O=[N+]([O-])c1ccc(CN2CCN(c3ccc(F)cc3)CC2)o1	-11.2	-1.0	-0.1	i	0.4	-6.7	2.0	-8.4	0.1	-4.5
3	O=C(COC(=O)C1CCC1)Nc1ncc(Cl)cc1Cl	7.5	0.6	-5.2	i	-0.7	-3.3	3.6	19.1	-0.4	8.2
4	Cn1c(SCC(=O)N2CCOCC2)nnc1-c1cnccn1	-1.1	-0.9	-0.8	i	2.5	0.4	1.0	2.5	-0.2	0.5
5	Cc1c(C(=O)N2CCCCC2)sc(NC(=O)C2CC2)c1C#N	-10.8	-1.2	7.7	i	-0.3	2.3	9.0	7.3	0.1	1.1
6	COC(=O)COc1ccc2oc(=O)cc(C)c2c1	-3.1	0.2	4.0	i	-3.8	3.1	1.8	6.4	-0.7	0.1
7	CNc1ccc(Br)cc(C(=O)/C=C/c2cccc(OC)c2)c1=O	-2.2	16.6	20.7	i	8.1	14.4	25.4	-63.3	-0.1	11.6
8	CC(C)(C)c1ccc(OCC(=O)NCc2ccco2)c(Br)c1	-11.3	0.6	4.4	i	1.2	17.3	15.6	-9.7	0.2	-0.4
9	O=C1C=C(c2ccc(Cl)cc2)C(=O)N1Nc1ccccc1	3.0	1.0	-2.1	i	3.2	18.0	0.3	17.1	0.8	0.8
10	COc1ccc(CN=C2NN=C(c3ccc(Cl)cc3)CS2)cc1	-1.0	-2.2	3.9	i	-1.6	-6.0	1.8	-11.1	-0.8	-2.4
11	COC(=O)Nc1ccc(C)cc1NC(=O)OC	2.8	-1.8	-1.4	i	-14.7	2.2	-3.1	10.6	-0.2	-4.8
12	O=C(CN1CCOc2ccccc21)NC1CCCCCCC1	-8.0	0.2	-0.6	i	-2.3	-2.0	-2.0	-9.0	-0.4	2.2
13	O=C(NC1CCN(S(=O)(=O)c2ccc(F)cc2)CC1)c1ccc(F)cc1	-1.9	-1.4	2.2	i	-1.4	2.4	-5.8	-6.9	-0.6	-1.7
14	COc1ccc(OC)c(/C=N/NC(=O)c2csc3ccccc23)c1	-10.4	3.4	0.9	i	-2.2	3.8	-5.5	5.3	0.0	-8.7
15	CCOC(=O)C1=C(N)OC2=C(C(=O)CC(C)(C)C2)C1c1ccccc1OC (stereo not drawn)	1.2	-0.1	5.7	i	-1.7	-3.5	0.8	-7.0	-0.9	2.1
16	COc1cc(OC)cc(C(=O)NCC(=O)OCC(=O)N2CCc3ccccc32)c1	-21.5	0.2	-1.7	i	-1.4	-3.5	-5.4	-0.9	-0.7	-19.2
17	CN(C)S(=O)(=O)c1cccc(NC(=O)COC(=O)c2ccc(Br)o2)c1	-12.6	0.3	0.5	i	0.9	1.6	1.8	6.4	0.1	4.8
18	CCc1ccc(/C=C2\SC(=S)N(CCCC(=O)Nc3ccccn3)C2=O)cc1	3.2	1.0	13.7	i	5.6	3.5	-2.2	-37.1	-0.1	-18.4
19	c1ccn2cc(CSc3nnc4ccccn34)nc2c1	10.1	-1.1	0.7	i	1.1	-3.3	2.8	8.0	-1.0	-9.3
20	c1ccc(N(c2ccccc2)c2nc(-n3ccnc3)nc(-n3ccnc3)n2)cc1	0.2	2.0	2.6	i	8.6	9.2	-0.8	-0.1	0.1	2.0
21	Nc1nonc1-n1nnc(C(=O)N/N=C/c2cccc(Cl)c2)c1-c1cccs1	-2.2	-0.2	1.2	i	-2.0	-3.3	-4.2	7.0	0.0	-2.1
22	Nc1ncnc2c1ncn2[C@@H]1O[C@H](C(=O)N[C@@H](CO)Cc2ccccc2)[C@@H](O)[C@H]1O	x	-0.2	5.0	i	-2.9	0.6	2.5	2.0	0.4	-0.3
23	COc1ccc(C2c3c(-c4cc(Cl)c(C)cc4O)n[nH]c3C(=O)N2Cc2cccnc2)cc1OC (stereo not drawn)	-7.3	5.6	-8.6	i	5.9	18.6	-7.8	2.0	-0.5	7.1
24	COCCCNCCOc1ccc(C)cc1[N+](=O)[O-]	-4.4	-0.4	-4.4	i	1.4	-1.0	1.1	-7.0	-0.2	-4.5
25	OCC1CCCN(C(=S)Nc2ccc(Nc3ccccc3)cc2)C1 (stereo not drawn)	15.0	1.0	-5.7	i	5.0	2.7	-10.0	-89.7	-0.9	2.4

A second format for 2 compounds above:
Results follow in this order: Scp-1 inhibitor | LMPTP block | CSN inh | Rpn11 inh | STEP inh | NadD inh | DNMT1 inh | PABP1 MLLE inh | Tb MetRS inh | SUMO1 PPI mod
2) O=[N+]([O-])c1ccc(CN2CCN(c3ccc(F)cc3)CC2)o1
  -11.2 | -1.0 | -0.1 | i | 0.4 | -6.7 | 2.0 | -8.4 | 0.1 | -4.5
17) CN(C)S(=O)(=O)c1cccc(NC(=O)COC(=O)c2ccc(Br)o2)c1
  -12.6 | 0.3 | 0.5 | i | 0.9 | 1.6 | 1.8 | 6.4 | 0.1 | 4.8

New compounds follow:
no.	molecule	Scp-1 inhibitor	LMPTP block	CSN inh	Rpn11 inh	STEP inh	NadD inh	DNMT1 inh	PABP1 MLLE inh	Tb MetRS inh	SUMO1 PPI mod
26	O=C(N/N=C/c1ccc(OC(F)F)cc1)c1ccc(Br)cc1	11.6	2.7	1.9	i	1.8	-3.6	1.2	-1.2	0.2	-4.0
27	Cc1ccc(C)c(NC(=O)Cn2nnc(C(=O)Nc3c(C)cccc3C)c2N)c1	-5.2	-0.7	0.8	i	0.0	-2.5	1.7	12.5	0.0	-3.0
28	COc1ccc(CCC(=O)OCC(=O)Nc2sccc2C(N)=O)cc1OC	-7.2	0.5	1.9	i	-1.9	1.8	3.9	2.3	-0.2	2.7
29	Cc1ccc(N2CC(C(=O)Nc3nnc(SCC(=O)NCC4CCCO4)s3)CC2=O)cc1C (stereo not drawn)	-5.5	-0.9	3.7	i	-2.0	6.0	-2.7	-81.6	-0.3	2.9
30	Cc1cccc(N2CCN(C(=O)COc3ccc4ccc(=O)oc4c3)CC2)c1C	-5.1	0.9	4.5	i	-1.2	3.4	2.4	4.9	0.5	8.8
31	CCOC(=O)C1CCN(C(=O)c2ccc3c(c2)NC(=O)/C(=C/c2ccccc2)S3)CC1	-8.2	1.2	2.7	i	-0.8	-3.2	-5.8	24.3	-0.4	-22.7
32	CCCCn1c(N)c(N(CC(C)C)C(=O)CSCC(=O)Nc2ccc(C)cc2)c(=O)[nH]c1=O	-3.9	-0.8	-5.1	i	-2.6	-6.0	2.3	2.6	-0.4	-0.3
33	O=C(NC(Cc1ccccc1)C(=O)O)/C(=C/c1ccc([N+](=O)[O-])cc1)NC(=O)c1ccco1 (stereo not drawn)	-5.8	-1.2	-1.9	i	-0.4	0.2	0.9	-17.3	-0.2	-17.3
34	O=C(Nc1ccc(C(=O)NCC2CCN(Cc3ccccc3F)CC2)cc1)C1=CSCCO1	-6.8	1.8	4.4	i	-1.5	-2.5	-6.7	-8.9	-0.4	-1.0
35	CC1Sc2ccc(S(=O)(=O)N3CCN(c4cccc(Cl)c4)CC3)cc2NC1=O (stereo not drawn)	-9.1	1.7	0.8	i	-1.7	-0.3	-6.5	23.0	-0.3	-2.3
36	COCC(=O)Nc1c(I)c(C(=O)NCC(O)CO)c(I)c(C(=O)N(C)CC(O)CO)c1I (stereo not drawn)	-6.3	-0.8	-1.4	i	0.1	-2.4	3.5	3.0	0.0	5.5
37	O=C1N2CCCCC1(Sc1ccccc1)CCC2 (stereo not drawn)	x	0.8	3.8	x	x	-1.6	x	x	0.2	1.0
38	Cc1nc(C(F)(F)F)ccc1C(=O)Nc1ccccc1N1CCOCC1	-4.7	0.0	-0.8	i	0.8	-1.6	1.3	0.3	-0.2	5.0
39	CCOC(=O)C1CCN(CCC(=O)Nc2ccc(C)c(C)c2)CC1	-3.4	-0.3	-0.5	i	-2.2	-7.5	1.1	3.0	-0.9	-0.3
40	CN(C(=O)c1cccc(NC(=O)C2CCCN(C(=O)OC(C)(C)C)C2)c1)C1CCC1 (stereo not drawn)	-4.4	-2.2	2.6	i	0.7	-4.0	2.1	-0.9	-0.4	-0.9
41	COCCn1c(=O)c2c(nc3n2CCCN3CCc2ccc(OC)c(OC)c2)n(C)c1=O	-2.5	-0.6	-1.5	i	-2.7	2.8	0.3	-10.5	-0.8	4.8
42	COc1ccc(Cc2c(-c3ccccc3)nc3cc(C)c(Br)c(C)n23)c(C)c1	x	3.7	-0.2	i	-3.3	2.3	12.6	6.8	-0.3	1.6
43	CC1(c2nnnn2Cc2ccccc2)CCC(=O)N1Cc1cccnc1 (stereo not drawn)	x	-0.9	-5.6	x	x	-2.7	x	x	-1.0	1.0
44	O=C(Nc1ccccc1N1CCOCC1)C1CCN(S(=O)(=O)c2ccc(F)cc2)CC1	0.0	-1.7	-2.1	i	-1.4	0.2	1.2	3.5	-0.9	-2.2
45	CCOC(=O)C1(C)Oc2ccccc2C(c2ccc(OC)cc2)=C1C(=O)OC (stereo not drawn)	3.9	0.4	4.3	i	5.5	-9.5	12.3	-10.1	-1.8	1.9
